MEP2-GFP yeast: alters MEP2-GFP fluorescence in TOR pathway yeast screen | S. cerevisiae MEP2-GFP strain, flow cytometry GFP, 3 h; 100% = DMSO control level | GFP response vs DMSO, % at 10 µM | 0.51% of 330,000 active | AID 2016;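 active = GFP response versus DMSO above a set limit, roughly screen mean plus 3 SD, cut at about 180% in these data; inconclusive = fewer than 70 cells counted for a yeast strain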;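 note: median GFP fluorescence of the barcode-gated MEP2-GFP cells per well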
LAP4-GFP MLPCN: alters LAP4-GFP fluorescence in TOR pathway yeast screen. S. cerevisiae LAP4-GFP multiplex, flow cytometry GFP, 3 h; median GFP as percent of DMSO wells. GFP response vs DMSO, % at 10 µM. 0.34% of 320,000 active;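 active = GFP response vs DMSO above a set limit, about the screen mean plus 3 SD, cut at about 150% in these data; inconclusive = under 70 cell events counted for the yeast strain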
AGP1 TOR yeast: alters AGP1-GFP fluorescence in TOR pathway yeast screen; S. cerevisiae AGP1-GFP multiplex flow cytometry, 3 h; GFP as percent of DMSO wells; GFP response vs DMSO, % at 10 µM; 0.02% of 320,000 active; AID 2066;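 active = GFP response relative to DMSO above a set limit, near screen average plus 3 SD, cut at about 150% in these data; inconclusive = fewer than 70 cells counted for the yeast strain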;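 note: median GFP channel fluorescence of the gated AGP1 strain per well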
GRK2 inh: blocks RNA aptamer binding to human GRK2; P25098; bead flow cytometry, FAM-aptamer displacement from GRK2; inhibition of aptamer binding, % at 10 µM; 0.59% of 330,000 active; AID 488847;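 active = inhibition of aptamer binding above 40%, roughly 3 SD of noise, on plates passing a quality check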;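 note: median bead fluorescence of bound FAM aptamer so fluorescent compounds give negative values; no value below 0 was filed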
VLA-4 inh: inhibition in a human VLA-4 binding assay; 0.2% of 330,000 active; inhibition, % (about 7 µM as worked out from the volumes in the protocol); VLA-4 expressing cells, ligand binding flow cytometry; P13612; in the data active = inhibition above about 50%
Target sequence (P13612 whole entry, looked up): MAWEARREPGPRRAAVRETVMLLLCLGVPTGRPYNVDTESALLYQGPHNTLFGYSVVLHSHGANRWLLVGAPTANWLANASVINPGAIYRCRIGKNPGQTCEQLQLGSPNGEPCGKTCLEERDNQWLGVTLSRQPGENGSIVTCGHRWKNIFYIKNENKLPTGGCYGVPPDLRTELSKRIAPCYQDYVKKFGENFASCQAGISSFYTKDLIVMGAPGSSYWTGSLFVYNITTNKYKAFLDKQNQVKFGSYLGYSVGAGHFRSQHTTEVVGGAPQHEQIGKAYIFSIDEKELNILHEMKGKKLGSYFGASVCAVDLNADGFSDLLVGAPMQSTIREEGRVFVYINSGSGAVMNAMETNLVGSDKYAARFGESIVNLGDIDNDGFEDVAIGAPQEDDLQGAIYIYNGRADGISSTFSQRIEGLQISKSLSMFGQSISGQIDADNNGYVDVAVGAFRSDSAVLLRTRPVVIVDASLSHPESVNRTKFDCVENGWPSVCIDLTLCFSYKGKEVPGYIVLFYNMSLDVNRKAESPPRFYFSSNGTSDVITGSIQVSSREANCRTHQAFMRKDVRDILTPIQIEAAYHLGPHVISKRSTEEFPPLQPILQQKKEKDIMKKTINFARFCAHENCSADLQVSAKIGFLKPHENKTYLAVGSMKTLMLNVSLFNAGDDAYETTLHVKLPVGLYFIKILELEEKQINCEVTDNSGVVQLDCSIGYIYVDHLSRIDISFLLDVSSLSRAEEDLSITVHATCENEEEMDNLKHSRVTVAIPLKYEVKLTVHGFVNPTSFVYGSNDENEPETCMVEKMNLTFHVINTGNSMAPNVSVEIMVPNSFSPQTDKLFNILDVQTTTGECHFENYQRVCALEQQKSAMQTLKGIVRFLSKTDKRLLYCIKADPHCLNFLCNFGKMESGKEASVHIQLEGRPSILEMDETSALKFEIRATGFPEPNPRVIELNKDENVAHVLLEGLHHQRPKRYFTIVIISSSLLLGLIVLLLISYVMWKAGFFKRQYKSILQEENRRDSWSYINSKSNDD
CIT2-GFP yeast: yeast TOR pathway CIT2-GFP modulation | S. cerevisiae CIT2-GFP strain, flow cytometry, 3 h; 100 means same as DMSO wells | GFP response vs DMSO, % at 10 µM | 0.065% of 320,000 active;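 active = GFP response relative to DMSO above a set limit, near the screen mean plus 3 SD, cut at about 150% in these data; inconclusive = Fewer than 70 cells measured for a yeast strain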;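 note: ratio of well median GFP fluorescence to mean of DMSO wells on the plate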
CR mimetic SO: caloric restriction mimetics inhibiting age-related superoxide in yeast | S. cerevisiae aged cells, superoxide DHE fluorescence; stronger effect = lower value | superoxide response (% of plate mean), % at 10 µM | 0.18% of 330,000 active;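 active = superoxide response under a set limit, about three screen SD below normal, cut at about 65% in these data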;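 note: yeast aged for seven days with compound at 30 °C before DHE staining; 100% = average MFI of all compound-treated wells on the plate with controls excluded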
RPL19A-GFP yeast: alters RPL19A-GFP fluorescence in TOR pathway yeast screen. S. cerevisiae RPL19A-GFP strain, flow cytometry, 3 h; stronger effect = lower value. percent response vs DMSO, % at 10 µM. 0.3% of 330,000 active. AID 2025;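 active = percent response vs DMSO below 50%; inconclusive = fewer than 70 events counted for the yeast strain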;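 note: median channel GFP fluorescence of the barcoded RPL19A-GFP strain; ratio of sample median GFP to plate DMSO average so 100% = DMSO; lower means less RPL19A-GFP as with rapamycin TOR inhibition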
An asterisk follows results filed as active; ? = inconclusive; . = no result given; [ ] = another dose, or the depositor's remark.

SMILES	MEP2-GFP yeast	LAP4-GFP MLPCN	AGP1 TOR yeast	GRK2 inh	VLA-4 inh	CIT2-GFP yeast	CR mimetic SO	RPL19A-GFP yeast
COc1cccc(-n2cc(CN(C)Cc3nc(Cc4ccccc4)no3)cn2)c1	106	90	101	0	5	105	73	103
Cn1c(=O)oc2cc(S(=O)(=O)NCc3ccncc3)ccc21	102	97	97	0	-43	97	103	102
CCOc1ccc(NC(=O)CCNS(=O)(=O)c2ccc(Br)s2)cc1	101	94	98	0	4	93	103	97
O=c1cc(CCl)nc2scc(-c3ccccc3)n12	106	102	109	7	-3	113	82	102
CCCC(=O)Nc1ncnc2c1ncn2[C@@H]1O[C@@H]2COP(=O)(O)O[C@H]2[C@H]1OC(=O)CCC	94	110	85	4	37	85	106	98
Cc1c(C)c2c(c(C)c1O)CC[C@@](C)(CCC[C@H](C)CCC[C@H](C)CCCC(C)C)O2	106	113	100	1	10	113	93	98
CCOC(=O)c1ccccc1NC(=O)c1cccs1	100	84	95	0	-3	88	84	99
CS(=O)(=O)N1CCN(c2ccccc2NC(=O)c2cc(Br)ccc2Cl)CC1	124	108	107	3	-1	106	117	106
Cc1c(C(=O)NNS(=O)(=O)c2ccccc2)sc(=S)n1C	100	90	106	3	12	100	93	104
COCCNC(=O)CCCn1c(=O)c2ccccc2n(Cc2ccccc2C#N)c1=O	98	105	102	0	0	96	109	97
CN(Cc1ccccc1Cl)C(=O)C1CCC(=O)N(CCc2cccc(F)c2)C1 (stereo unspecified)	94	85	88	4	10	90	99	103
Cc1noc(C)c1C(=O)Nc1cccc(S(=O)(=O)N2CCOCC2)c1	99	106	104	0	-31	102	76	99
O=C(CSC1CC(=O)N(c2ccc(C(=O)O)cc2)C1=O)Nc1ccc(Cl)cc1 (stereo unspecified)	94	88	99	1	19	99	96	96
Cc1ccc(NC(=O)Nc2ccc3c(c2)OCO3)c(Br)c1	97	73	90	0	18	92	78	107
COc1ccc(S(=O)(=O)CCC(=O)N2CC(=O)N(CCc3ccccc3)C(=O)C2)cc1	103	104	112	2	1	111	92	105
CN1CCN(C(=O)NC2CCCCC2)CC1	103	99	104	4	6	106	88	102
COCCNc1nc(N)c([N+](=O)[O-])c(NCCO)n1	110	97	106	2	-7	110	90	109
CC(C)N1C(=O)CCC1C(=O)N1CCN(c2ccc(F)cc2)CC1 (stereo unspecified)	97	109	102	1	-16	96	90	99
COc1cc(OC)c(CN2CCc3c([nH]c4ccccc34)C2)cc1Br	111	106	97	0	-32	108	95	100
COc1ccc(C2(C(=O)Nc3ccc(C)c(C)c3)CCOCC2)cc1	93	94	93	0	7	91	104	90
CC1CCCN(S(=O)(=O)c2cccc(C(=O)NCc3ccco3)c2)C1 (stereo unspecified)	106	106	102	2	14	99	90	100
Cc1cc(C(=O)N2CCN(Cc3ccc4c(c3)OCO4)CC2)cs1	122	97	91	5	2	94	95	97
CCc1ccc(C(=O)COC(=O)CNC(=O)Cc2ccccc2)cc1	101	111	107	0	-9	109	107	105
COc1ccc(/C=C(\NC(=O)c2ccccc2)C(=O)NCc2cccnc2)cc1	97	96	98	2	-1	99	99	97
CC(OC(=O)Cn1cnc2c1c(=O)n(C)c(=O)n2C)C(=O)Nc1ccc(Cl)cc1 (stereo unspecified)	96	91	87	0	-4	88	104	87
COCC(C)NC(=O)c1ccc(N(C)C)cc1 (stereo unspecified)	106	106	111	0	-2	110	86	108
COc1ccccc1N1CCN(C(=O)c2cc3cc(C)ccc3[nH]2)CC1	107	94	102	2	0	101	110	102
O=C(O)c1cccnc1SCc1cn2cc(Br)ccc2n1	116	112	106	2	7	105	106	97
CNC(=O)C1CC(=O)N(Cc2ccc(OC)c(OC)c2)C(=Nc2ccc(OC)cc2)S1 (stereo unspecified)	110	101	105	1	0	104	105	97
CCCn1nc(NS(=O)(=O)c2ccccc2)c2cc3ccccc3nc21	100	101	.	0	-3	101	102	98
C=CCNC(=O)C1CCCN(S(=O)(=O)c2ccc(-n3cnnn3)cc2)C1 (stereo unspecified)	108	91	92	3	-3	98	92	93
Cc1cccc(-n2c(N)cc(=O)nc2SCC(=O)Nc2ccccc2)c1	104	102	106	1	-1	112	87	100
O=C(CSc1nnnn1-c1ccccc1)NCc1ccco1	103	95	96	0	7	90	107	95
CC(C)(C)c1ccc(OCC(=O)N/N=C/c2ccsc2)cc1	81	100	96	0	1	95	103	102
COc1ccc(S(=O)(=O)N(C)c2ccc(C(=O)N3CCCCC3)cc2)cc1OC	92	98	94	0	-1	94	94	92
Cn1nnnc1NCc1cccc(Cl)c1	98	87	87	2	-13	98	103	95
O=S(=O)(NCc1cc(-c2ccccc2)no1)c1ccc(Cl)cc1	105	107	105	1	-74	97	112	108
CCCc1nnc(NS(=O)(=O)c2ccccc2)s1	105	96	102	0	4	102	103	104
CNC(=O)Nc1cccc2cccnc12	90	105	98	2	0	97	93	95
CCCc1n[nH]c2c1/C(=N/O)CC(c1ccccc1)C2 (stereo unspecified)	95	85	90	0	-2	98	105	89

Already shown: an excerpt of the list.
SMILES	MEP2-GFP yeast	LAP4-GFP MLPCN	AGP1 TOR yeast	GRK2 inh	VLA-4 inh	CIT2-GFP yeast	CR mimetic SO	RPL19A-GFP yeast
O=C(CSc1nnnn1-c1ccccc1)NCc1ccco1	103	95	96	0	7	90	107	95
CC(C)(C)c1ccc(OCC(=O)N/N=C/c2ccsc2)cc1	81	100	96	0	1	95	103	102
COc1ccc(S(=O)(=O)N(C)c2ccc(C(=O)N3CCCCC3)cc2)cc1OC	92	98	94	0	-1	94	94	92

Following part
SMILES	MEP2-GFP yeast	LAP4-GFP MLPCN	AGP1 TOR yeast	GRK2 inh	VLA-4 inh	CIT2-GFP yeast	CR mimetic SO	RPL19A-GFP yeast
Cc1ccc(C)c(SCC(=O)OCC(=O)NCCNC(=O)COC(=O)CSc2cc(C)ccc2C)c1	101	100	102	2	1	96	110	98
CCOC(=O)COc1ccc(S(=O)(=O)N2CCN(C(=O)OCC)CC2)cc1	103	99	101	1	-12	98	103	95
CCc1ccc2c(c1)C(c1ccncc1)=NNC(c1ccccc1)=N2	107	85	96	4	6	105	89	106
CC1CCCCN1S(=O)(=O)c1ccc(NC(=O)c2cccc(-n3cnnn3)c2)cc1 (stereo unspecified)	93	102	100	0	12	98	90	99
C#CCOCCOCCOCCNc1nc(N2CCN(C(=O)C(Cc3cc4ccccc4[nH]3)n3cc(C(N)Cc4ccc(O)cc4)nn3)CC2)nc(N2CCN(C(=O)C(CCC(=O)O)n3cc(C(N)C(C)CC)nn3)CC2)n1 (stereo unspecified)	94	134	78	2	13	65	109	95
O=c1c2[nH]c3ccccc3c2ncn1CCN1CCCCC1	101	94	102	3	21	103	99	99
Cc1cccc(C(=O)N2CCN(c3ccc([N+](=O)[O-])c(NCc4ccco4)c3)CC2)c1	96	97	100	1	-5	97	93	93
O=C(CSc1ccccn1)N/N=C/c1c[nH]c2ccccc12	97	98	102	0	0	103	96	93
CCOC(=O)c1c(NC(NC(=O)C(C)C)C(Cl)(Cl)Cl)sc2c1CCC2 (stereo unspecified)	71	82	88	2	4	90	118	98
Fc1cc(F)c2nc(Nc3nc4c(F)cccc4s3)sc2c1	106	102	100	0	-5	104	105	99
OC(CNCCCN1CCCCC1)COc1ccccc1 (stereo unspecified)	198*[may fluoresce violet]	92[may fluoresce violet]	29[may fluoresce violet]	0	-2	?	80	.
COc1cc(/C=N/N2C(C)CCCC2C)cc(Br)c1O (stereo unspecified)	96	102	99	3	0	93	90	97
CCC(C)(C(=O)NC1CCCCC1)N(C(=O)C1CCC(=O)N1)c1ccc(C)cc1 (stereo unspecified)	103	95	104	0	-14	102	83	101
COc1ccc(NC(=O)Nc2ccc3c(c2)C(=O)N([C@H](C)CO)C[C@H](C)[C@@H](CN(C)S(=O)(=O)c2ccc(F)cc2)O3)cc1	101	104	111	5	11	97	112	103
O=C(CN1C(=O)c2ccccc2C1=O)NCc1ccncc1	107	111	97	1	16	103	93	97
CC(C)(C)c1ccc(C2SCC(=O)N2c2cccc(C(=O)O)c2)cc1 (stereo unspecified)	115	109	86	3	2	90	122	102
O=C(Nc1ccccc1N1CCOCC1)c1cccc(S(=O)(=O)Nc2ccccc2F)c1	97	104	98	0	-13	91	136	102
Cc1ccc(S(=O)(=O)N2CCSC2c2ccco2)cc1 (stereo unspecified)	106	97	100	0	5	90	103	99
COCCCNC(=O)C1CC(=O)OC1c1ccc(OC)c(OC)c1 (stereo unspecified)	103	103	108	2	9	104	124	101
COc1ccc(CN2C(=O)c3cccnc3C2=O)cc1S(=O)(=O)NC(C)C	105	103	109	2	4	102	104	103
O=C(NCCSc1ncc(-c2ccccc2)[nH]1)c1ccco1	115	106	98	0	-16	103	103	96
CCOc1ccc(/C=N/NC2=NCCCCC2)cc1	111	111	108	1	-19	121	106	102
O=C(CC(=O)Nc1ccc(Br)cc1)Nc1ccc(Br)cc1	102	93	90	0	16	96	108	95
CCNC(=O)NC(=O)C(C)OC(=O)CCCSc1nc2ccccc2s1 (stereo unspecified)	101	93	94	4	-1	96	103	100
CC(=O)Nc1ccc(S(=O)(=O)NCc2ccc(C)cc2)cc1	102	101	108	2	-1	99	93	105
CCOC(=O)c1nc(C)n(-c2cc(Cl)cc(Cl)c2)n1	101	97	101	0	30	92	101	99
O=C(NC1=NCCS1)c1ccc(N2CCCC2=O)cc1	96	95	101	8	7	98	101	95
COC(=O)c1ccc(CNC(=O)COC(=O)C2CCC(C(C)(C)C)CC2)cc1 (stereo unspecified)	98	85	90	1	2	89	98	101
COc1ccc(CNC(=O)c2ccc3oc(C(C)C)nc3c2)cc1	100	76	71	0	21	75	118	111
Cn1nc(C(=O)NC2CCC(O)CC2)c2ccccc2c1=O (stereo unspecified)	99	96	98	4	4	91	86	96
O=C(NN=Cc1c(F)c(F)c(F)c(F)c1F)c1ccc(NS(=O)(=O)c2cccs2)cc1	89	84	93	1	-10	98	111	98
Cc1cccc2cc(C#N)c(SCC#N)nc12	103	89	96	0	-2	97	72	102
O=C(CNC(=O)c1ccc([N+](=O)[O-])cc1)c1ccccc1	98	93	91	0	-4	95	136	.
COC(=O)c1sc2nc(N)c(C#N)cc2c1N	108	100	96	4	-6	101	108	98
O=C(O)c1ccccc1C(=O)NC1=NN(c2ccccc2)CC1	103	107	98	1	9	103	89	102
CCN(C(=O)CSc1nnc(Cn2nnc3ccccc32)o1)c1nc(-c2ccccc2)cs1	98	98	98	0	14	96	107	101
O=c1c2c3c(sc2ncn1-n1cccc1)CCCCC3	92	103	91	2	0	93	106	99
COc1ccc(NC(=O)CN2C(=O)NC3(CCCC3)C2=O)cc1OC	?	96[may fluoresce red]	86[may fluoresce red]	4	9	95[may fluoresce red]	96	?
CC(Sc1nnc(N)s1)C(=O)Nc1ccc(N2CCOCC2)cc1 (stereo unspecified)	102	96	102	0	2	102	101	96
CCC(Sc1nc(N)c(NC(=O)c2ccc(OC)c(OC)c2)c(=O)[nH]1)C(=O)OC (stereo unspecified)	99	113	92	0	-12	101	86	103
COc1cccc(C(=O)N/N=C/C(Br)=C/c2ccccc2)c1	84	86	74	0	11	105	96	114
Cn1cccc1C(=O)NC(=O)COC(=O)CNS(=O)(=O)c1ccc(Br)cc1	99	95	94	0	-1	102	107	94
O=C(c1cccnc1)N1CCC(Oc2ccc(C(=O)N3CCCCO3)cc2)CC1	103	97	108	7	1	106	112	107
CCc1cccc(C)c1NC(=O)C1CCCN(S(C)(=O)=O)C1 (stereo unspecified)	103	82	109	1	13	111	101	107
Cc1[nH][nH]c(=O)c1C=NCc1cccs1	95	84	92	1	7	102	101	92
